N370S GC mod: inhibitors or activators of N370S glucocerebrosidase for Gaucher disease. P04062. N370S GC spleen homogenate, 4MU-glucoside fluorescence. Potency, µM (doses to about 59.4 µM), for inactives: at the highest dose activity change, negative = inhibition, hits mostly inhibitors. actives 0.092% (n = 330,000). AID 2101;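 note: 0% = full enzyme activity and -100% = no enzyme basal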
FEN1 inhibitor: inhibitors of human flap endonuclease 1. P39748. Recombinant FEN1 flap cleavage, fluorescence, 15 min. Potency, µM (highest dose often 114 µM), for the others: top-dose activity change, negative = inhibition, hits mostly inhibitors. actives 0.35% (n = 390,000). AID 588795; note: nearly all actives have a fitted effect of over 65% in size
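FEN1 at 10 nM, compound pretreatment for 15 min (room temperature), 50 nM final substrate to initiate; endpoint reads at 0 and 15 min; DMSO-only plates used as vehicle background.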
KAT2A inh: blocks human GCN5L2 histone acetyltransferase; GCN5L2 HAT assay, ThioGlo1 CoA-SH fluorescence; Q92830; Potency, µM (series often up to 58.9 µM), for inactives: at the top dose activity change, negative = inhibition, hits mostly inhibitors; actives 0.21% (n = 390,000)
Target sequence (Q92830 whole entry, looked up): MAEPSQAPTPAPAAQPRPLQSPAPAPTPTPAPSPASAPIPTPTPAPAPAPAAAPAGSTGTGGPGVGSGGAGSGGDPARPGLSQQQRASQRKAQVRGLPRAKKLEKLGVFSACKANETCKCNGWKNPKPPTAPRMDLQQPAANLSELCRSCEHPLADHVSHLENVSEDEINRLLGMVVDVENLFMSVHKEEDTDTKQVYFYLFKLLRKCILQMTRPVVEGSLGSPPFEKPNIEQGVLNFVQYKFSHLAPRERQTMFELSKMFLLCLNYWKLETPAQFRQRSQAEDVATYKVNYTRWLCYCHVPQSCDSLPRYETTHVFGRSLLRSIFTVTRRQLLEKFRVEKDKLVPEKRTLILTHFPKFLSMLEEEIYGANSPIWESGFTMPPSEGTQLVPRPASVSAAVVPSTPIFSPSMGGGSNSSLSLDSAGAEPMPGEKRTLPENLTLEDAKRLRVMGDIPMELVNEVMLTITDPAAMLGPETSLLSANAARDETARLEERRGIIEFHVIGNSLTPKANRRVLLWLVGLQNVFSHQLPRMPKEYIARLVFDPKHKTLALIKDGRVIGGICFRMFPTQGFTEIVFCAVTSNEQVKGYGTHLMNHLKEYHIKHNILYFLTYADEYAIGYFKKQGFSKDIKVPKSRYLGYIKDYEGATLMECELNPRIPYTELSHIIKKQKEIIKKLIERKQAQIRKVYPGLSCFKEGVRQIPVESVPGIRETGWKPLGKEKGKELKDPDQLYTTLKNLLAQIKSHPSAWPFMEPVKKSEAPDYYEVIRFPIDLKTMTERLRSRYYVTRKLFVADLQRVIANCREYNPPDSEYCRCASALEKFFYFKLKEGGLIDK
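ThioGlo1-coupled HAT assay: 20nM GCN5L2, 70uM acetyl-CoA, 75uM H3(1-25) peptide, pH 7.5. Fluorescence read at 340/540nm at start and after 20 min at room temperature.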
An asterisk follows results filed as active; ? = inconclusive; · = not tested or not shown; & = joins results of further samples. Calls come from the whole dose curve; as a rule, active = well fitted curve in the direction sought with a large enough effect; inconclusive = small, poorly fitted or top-dose-only effect, or another doubt; inactive = no such curve, though single readings can be large; an effect the other way counts as inactive or inconclusive. Unless noted, % is set by controls: 0 for no effect and ±100 for the full control effect; potency is the fitted concentration of half-maximal effect. The list is partial; the hit share may differ from the screen's.

KAT2A inh	FEN1 inhibitor	N370S GC mod	structure
0%	-3%	3%	Cc1ccc(S(=O)(=O)NCCN2CCOCC2)cc1
-9%	-5%	0%	O=C(c1cc2ccccc2c(=O)o1)N1CCc2ccccc2C1
-10%	12%	4%	Cc1ccc(C(=O)O/N=C(\N)c2ccccc2)c(Cl)c1
1%	45µM*	?	COCCCNC(=O)c1ccc2c3c(onc13)-c1ccccc1C2=O
-8%	1%	·	CCCN1C(=O)c2[nH]nc(-c3ccccc3O)c2C1c1cccc(OCc2ccccc2)c1 (stereo not drawn)
-5%	2%	-3%	O=C(NNC(=O)c1cccs1)c1ccc(Cl)nc1
0%	-8%	-2%	Cc1ccc(SCCC(=O)OC(C)C(=O)Nc2ccccc2)cc1 (stereo not drawn)
2%	18%	-1%	Cn1ccnc1SCC(=O)NC1CCCC1
-3%	-15%	4%	COc1cc(C)nc(Oc2ccc(/C=N/O)cc2)n1
-3%	6%	-7%	O=C(NCc1cccnc1)c1nc(-c2ccccc2)n(-c2ccccc2)n1
-3%	-2%	5%	O=C(O)c1ccc2c(c1)C(=O)N(c1ccc(Cl)cn1)C2=O
19%	-17%	-4%	CCSC1(SCC)N=C(N)C2(C#N)C(c3ccc(OC)c(OC)c3OC)C12C#N (stereo not drawn)
-4%	-19%	14%	COC(=O)c1[nH]c2ccc(F)cc2c1NS(=O)(=O)c1ccc(F)c(C)c1
-4%&-6%	·	-16%	NC[C@@H]1O[C@H](c2ccccc2)Cc2c1ccc(O)c2O
-6%	-5%	-10%	Cc1ccc2c(C)c(C(=O)N3CCCCC3CO)oc2c1C (stereo not drawn)

Record cards, from the list above. Order of screens: KAT2A inh, FEN1 inhibitor, N370S GC mod
`CCCN1C(=O)c2[nH]nc(-c3ccccc3O)c2C1c1cccc(OCc2ccccc2)c1` (stereo not drawn) as listed: -8%, 1%, ·
`O=C(NCc1cccnc1)c1nc(-c2ccccc2)n(-c2ccccc2)n1` as listed: -3%, 6%, -7%
`Cn1ccnc1SCC(=O)NC1CCCC1` as listed: 2%, 18%, -1%
`O=C(O)c1ccc2c(c1)C(=O)N(c1ccc(Cl)cn1)C2=O` as listed: -3%, -2%, 5%
`COCCCNC(=O)c1ccc2c3c(onc13)-c1ccccc1C2=O` as listed: 1%, 45µM*, ?

More records.
KAT2A inh	FEN1 inhibitor	N370S GC mod	structure
-9%	-12%	11%	COc1cc(CC(=O)OCC(=O)Nc2cc([N+](=O)[O-])ccc2F)cc(OC)c1OC
-2%	1%	5%	CC(C)C(=O)NNS(=O)(=O)c1ccccc1[N+](=O)[O-]
-4%	6%	5%	CN(C)C=NCCn1c(N2CCOCC2)nc2c1c(=O)n(C)c(=O)n2C
-2%	0%	·	COc1ccc(NC(=O)C2CCN(S(=O)(=O)c3ccc4c(c3)CCCC(=O)N4)CC2)cc1Cl
-14%	3%	10%	CCCn1c(-c2cccnc2Cl)nc2cc(Cl)c(Cl)cc21
0%	-4%	2%	NC(=O)C1CCN(C(=O)c2ccc(-c3ccccc3)cc2)CC1
-5%	17%	1%	CC(CN1CCCCC1)OC(=O)CCc1ccccc1 (stereo not drawn)
-15%	-1%	?	COc1ccccc1CNC(=O)CCC(=O)N1Cc2cccc(OC)c2Oc2ncccc21
0%	-5%	-7%	COc1ccc(CCNC(=O)C(C)OC(=O)c2nsc(Cl)c2Cl)cc1OC (stereo not drawn)
-5%	-8%	13%	CCN(CC)CCN(Cc1cc2ccc(C)cc2[nH]c1=O)C(=S)Nc1ccccc1C(=O)OC
-4%	8%	0%	CCOc1ccccc1C(=O)OCC(=O)Nc1nnc(-c2ccccc2)o1
-2%	-10%	-4%	N/C(=N\OC(=O)Cc1ccc(-c2ccccc2)cc1)c1ccncc1
-2%&-4%	?	·	CS(=O)(=O)c1ccccc1-c1csc(N2CCC(C(N)=O)CC2)n1
-2%	-27%	·	CCC(CO)Oc1cc(NC(=O)c2ccccc2N)c2ncn(C(C)C)c2c1 (stereo not drawn)
-7%	13%	4%	Cc1ccc(NC(=O)CCNC(=O)c2ccc(Cl)cc2)cc1F

KAT2A inh	FEN1 inhibitor	N370S GC mod	structure
-16%	-7%	2%	CCc1nc(NCc2cccnc2)c2oc3ccccc3c2n1
-1%	-1%	7%	CC12CCC(C(=O)Nc3ccccc3)(C(Br)C1=O)C2(C)C (stereo not drawn)
-9%	-4%	3%	Cc1ccc(C(=O)Nc2cccc(C(F)(F)F)c2)cc1NC(=O)c1nccnc1N
-3%	-6%	-3%	CCc1ncc(CN2CCCC(C(=O)Nc3ccc(-c4cscn4)cc3)C2)cn1 (stereo not drawn)
-5%	2%	-1%	O=C(c1ccc(Cl)c(S(=O)(=O)N2CCCC2)c1)N1CCCCC1
?	-20%	-3%	Cc1nnc(NC(=O)CSc2ccc(-c3ccco3)nn2)s1
-4%	0%	·	Cc1cc(C)cc(-n2c(SCC(=O)Nc3ccc4c(c3)OCCO4)nc3c([nH]c4ccccc43)c2=O)c1
-7%	8%	6%	CCC(C)(C)NC(=O)c1cc(OC)c(OC)cc1[N+](=O)[O-]
1%	-3%	-1%	CC1(C)CC(=O)C=C(Nc2ccc(F)cc2)C1
-3%	-3%	-5%	O=C(Nc1ccc2c(c1)OCO2)c1c[nH]c(=O)n(-c2ccc(F)cc2)c1=O
14%	-2%	-1%	COc1ccc(C2NC(C(=O)O)CS2)cc1COCC(F)(F)F (stereo not drawn)
-1%	-19%	-20%	COc1ccc(SC[C@H](CC(C)C)N2CCN(CCc3ccccc3)CCC2=O)cc1
-3%	2%	-10%	CN(Cc1ccccc1)C(=O)COc1ccccc1Cl
27%	15%	-1%	CC(=O)NC1(c2ccccc2)CCN(CC(=O)N2CCC(C)CC2)CC1
-1%	-8%	·	COc1ccc(OC)c(NC(=O)c2ccc(-c3nc(CSc4ccccc4)c(C)o3)cc2)c1

KAT2A inh	FEN1 inhibitor	N370S GC mod	structure
-10%	5%	-8%	O=C(CN1C(=O)/C(=C\c2ccccc2F)SC1=S)Nc1nc2ccccc2s1
2%	1%	8%	Cc1cc(NC(=O)CSc2nnc(C)n2-c2ccccc2C)no1
-4%	2%	0%	COc1ccc(Cl)cc1NC(=O)CCNC(=O)Cn1ccc2ccccc2c1=O
-15%	-7%	-5%	CCOc1ccccc1-c1nc(CN(Cc2cnn(C)c2)C(C)C)c(C)o1
-3%	14%	-3%	CN(CC(=O)Nc1c(F)cccc1F)Cc1cccs1
9%	2%	-1%	CC(=O)c1ccc(NC(=O)c2ccc(C)c(Br)c2)cc1
-6%	8%	5%	CC(=O)c1c(C)[nH]c(C(=O)COC(=O)c2ccc3c(=O)n4c(nc3c2)CCC4)c1C
1%	0%	·	CCc1ccc(C(=O)NNC(=O)[C@H](C)NC(=O)c2ccco2)cc1
1%	-17%	0%	COc1ccc(CCNS(=O)(=O)c2c(N)n(C)c(=O)n(C)c2=O)cc1OC
-2%	-8%	4%	Cc1ccc(NS(=O)(=O)c2cccc3nsnc23)cc1
-11%	1%	·	CC1(C)C(=O)Nc2ccccc2N1C(=O)COC(=O)c1cccnc1Cl
5%	-15%	15%	CCc1ccc(NC(=O)c2cc(S(=O)(=O)N3CCc4ccccc43)cn2C)cc1
-14%	?	1%	CCCCCCCCOC(=O)C1=C(C)Nc2nnnn2C1c1cccs1 (stereo not drawn)
-17%	-12%	4%	O=[N+]([O-])c1ccc(N2CCN(Cc3ccccc3)CC2)nc1
-17%	-2%	·	Nc1c(C(=O)Nc2cccc(F)c2)sc2nc(-c3cccs3)ccc12

Some entries already given, showing only FEN1 inhibitor and KAT2A inh.
smiles,FEN1 inhibitor,KAT2A inh
N/C(=N\OC(=O)Cc1ccc(-c2ccccc2)cc1)c1ccncc1,-10%,-2%
CCOc1ccccc1C(=O)OCC(=O)Nc1nnc(-c2ccccc2)o1,8%,-4%
COc1cc(CC(=O)OCC(=O)Nc2cc([N+](=O)[O-])ccc2F)cc(OC)c1OC,-12%,-9%
CN(C)C=NCCn1c(N2CCOCC2)nc2c1c(=O)n(C)c(=O)n2C,6%,-4%

(continued)
KAT2A inh	FEN1 inhibitor	N370S GC mod	structure
-2%	-10%	·	COCC(C)n1c(SCC(=O)NC(=O)Cc2ccccc2)nc2ccccc2c1=O (stereo not drawn)
-6%	1%	-8%	NS(=O)(=O)c1ccc(NC(=S)Nc2ccc(OCc3ccccc3)cc2)cc1
0%	-12%	·	CCc1ccccc1NC(=O)Cc1ccc(-n2c(C)nc3cccnc32)cc1
-7%	-6%	1%	COCCCNc1nc2nonc2nc1NCCSC
0%	-16%	-3%	Cc1ccc(NC(=O)NC2CCCCC2)c(C)c1
-2%	7%	·	Cc1cc(C)c(C(=O)COC(=O)c2nn(C)c(=O)c3ccccc23)cc1C
-2%	1%	10%	O=C1c2ccccc2S(=O)(=O)N1Cc1cccc(S(=O)(=O)N2CCOCC2)c1
-3%	-8%	-12%	COc1ccccc1NC(=O)CC1C(=O)Nc2ccccc2N1C(=O)c1ccccc1 (stereo not drawn)
-9%	13%	-3%	O=C(CNc1cc(S(=O)(=O)N2CCOCC2)ccc1NCC1CCCO1)Nc1ccc(F)c(F)c1 (stereo not drawn)
-6%	-3%	·	Cc1cccc(C(=O)NC2(C(F)(F)F)N=C(c3ccccc3)N(Cc3ccccc3)C2=O)c1 (stereo not drawn)
-6%	-4%	-17%	C/C(=N\NC(=O)c1nc2ccccn2c1C)c1cc2ccccc2o1
-17%	-7%	8%	O=C(CSc1ccc2nnc(-c3ccncc3)n2n1)NCc1ccco1
8%	-7%	4%	CS(=O)(=O)N(CCc1ccccc1)CC(=O)NCC1CCCO1 (stereo not drawn)
-3%	-8%	·	CCOC(=O)C1=C(CS(=O)(=O)c2ccc(F)c(C)c2)NC(=O)NC1c1ccccc1OC (stereo not drawn)
-2%	3%	5%	O=C(CCC(=O)N1CCN(c2cccc(Cl)c2)CC1)c1cccs1

KAT2A inh	FEN1 inhibitor	N370S GC mod	structure
2%	-12%	0%	COc1cc(C(=O)NCC(=O)OCC(=O)Nc2nnc(-c3ccccc3)o2)cc(OC)c1OC
-9%	12%	·	O=C(OCc1cc(=O)n2c3c(sc2n1)CCCC3)c1cccc(NC(=O)c2ccccc2F)c1
-10%	-12%	·	CCN1CCOC(=O)C1CC(=O)Nc1cc(C)cc(C)c1 (stereo not drawn)
?	-4%	0%	O=C(c1ccc(NS(=O)(=O)c2ccc(F)cc2)cc1)N1CCC1
2%	-12%	-4%	CSCCCNC(=O)c1ccc(OC2CCN(C(=O)c3cccnc3)CC2)cc1
-3%	-2%	-11%	Cc1ccc(OCCCCN2CCC(C)CC2)c(Br)c1
-13%	·	13%	COc1ccc(-c2nc3cnc(N(C)C)nc3n(C3CC3)c2=O)cc1
1%	5%	-6%	CCNc1cc(S(=O)(=O)C(F)(F)F)ccc1N
0%	-2%	?	Cc1ccc(CSc2nccc(-c3c(C)nc4ccccn34)n2)cc1
-16%	-33%	-1%	O=c1[nH]c(C2CCN(S(=O)(=O)c3ccccc3F)CC2)nc2c1nnn2Cc1ccc(OC(F)(F)F)cc1
-3%	4%	9%	COc1cc(NC(=O)c2cc([N+](=O)[O-])ccc2Br)ccc1NC(=O)c1ccco1
-1%	-7%	24%	CCOc1cc(/C=C2/C(=O)ON=C2C)ccc1OCc1ccc(F)cc1
-5%	-21%	-11%	CCc1ccc(NC(=O)Cn2nnc(C(=O)NCCc3ccc(OC)c(OC)c3)c2N)cc1
-4%	-15%	-4%	CC(NC(=O)CCNC(=O)c1ccccc1Cl)c1ccc(-n2ccnc2)cc1 (stereo not drawn)
-9%	-6%	·	COc1ccc(C(F)(F)F)cc1NC(=O)c1sc2nc(-c3cccs3)ccc2c1N
0%	19%	·	Cc1cccc(C2=NOC(=O)/C2=C\c2ccccc2F)c1
0%	0%	2%	O=C(NCC1CCCO1)c1ccccc1OCc1ccc(F)cc1 (stereo not drawn)
4%	-8%	·	COc1cc(C(=O)NNC(=O)CN2C(=O)NC3(CCCC3)C2=O)cc(OC)c1OC
